Screens: PubChem BioAssay, Sanford-Burnham Center for Chemical Genomics
mouse EphA4 binding – EphA4 ligand-binding antagonists – biochemical, colorimetric, mouse EphA4, primary screen (AID 689) | inhibition, % at 10 µM, or IC50 in µM where a hit was titrated | 62,000 compounds, 0.1% hits | EphA4-AP binding to KYL peptide, pNPP A405; higher % means a stronger effect; in the data active = a potency from the dose series; inactive = the rest, 99 in 100 with inhibition below about 22%
* marks the source's active call; other numbers are inactive results. These rows are one share of the data, so the mix of outcomes need not match the whole.

SMILES | mouse EphA4 binding
CC(C(=O)N1c2ccccc2CCc2ccccc21)N1C(=O)c2ccccc2C1=O (stereo unspecified) | -3.2%
CCOC(=O)c1nnn(-c2nonc2N)c1CSc1ccc(C)cc1 | -5.4%
Cn1c(=O)c2c(nc(Br)n2Cc2ccccc2Cl)n(C)c1=O | -4.1%
COc1ccc(N2C(C)=CS/C2=C(/C#N)c2nnc(N3CCOCC3)n2-c2ccccc2)cc1 | -20.0%
O=C(CSCCc1ccccn1)Nc1ccccn1 | -1.6%
Cc1ccc(SC(C)C(=O)NCc2cccnc2)cc1 (stereo unspecified) | -11.4%
Cc1cc(C)cc(N(CC(=O)NCc2ccc3c(c2)OCO3)C(=O)CCC(=O)Nc2ccccn2)c1 | -0.9%
CCOC(=O)C(CCOCCOc1ccc(Cl)cc1C)C(=O)OCC | 4.3%
CCNc1nc(Oc2ccc(C(=O)OCC)cc2)nc(SC)n1 | -6.1%
COc1ccc(C(=O)N2CCN(C(=O)c3ccncc3)CC2)cc1 | -8.2%
CCCNc1nc2c(c(=O)n(C)c(=O)n2C)n1CCC(C)C | -18.7%
Fc1ccc(/C=N/c2c(-c3ccc(F)cc3)nc3n2CCS3)cc1 | -8.4%
OCCCn1c(-c2ccccc2)nc(=S)c2c1CCCC2 | 2.1%
COc1ccc(CNC(=O)c2cc3c(C)nc4ccccc4c3o2)c(OC)c1 | 10.3%
Cc1c(C(=O)NC(C)CCc2ccccc2)cccc1[N+](=O)[O-] (stereo unspecified) | 5.0%
CC1=C(C(=O)Nc2ccc(C)cc2)C(c2ccccc2Br)NC(=S)N1 (stereo unspecified) | 6.6%
Cc1cccc(NC(=O)C2CCCN2C(=O)OCC(C)C)c1 (stereo unspecified) | -9.9%
O=C(c1ccc2ccccc2c1)N1CCN(c2ccc([N+](=O)[O-])cc2)CC1 | -5.8%
COCCOC(=O)c1sc(=S)n(CCOC)c1N | 29.7%
Cc1ccc2ncnc(Nc3ccccc3Cl)c2c1 | -5.5%

The final 7 compounds of the part before are carried over, then new ones follow.
SMILES | mouse EphA4 binding
COc1ccc(CNC(=O)c2cc3c(C)nc4ccccc4c3o2)c(OC)c1 | 10.3%
Cc1c(C(=O)NC(C)CCc2ccccc2)cccc1[N+](=O)[O-] (stereo unspecified) | 5.0%
CC1=C(C(=O)Nc2ccc(C)cc2)C(c2ccccc2Br)NC(=S)N1 (stereo unspecified) | 6.6%
Cc1cccc(NC(=O)C2CCCN2C(=O)OCC(C)C)c1 (stereo unspecified) | -9.9%
O=C(c1ccc2ccccc2c1)N1CCN(c2ccc([N+](=O)[O-])cc2)CC1 | -5.8%
COCCOC(=O)c1sc(=S)n(CCOC)c1N | 29.7%
Cc1ccc2ncnc(Nc3ccccc3Cl)c2c1 | -5.5%
COc1cccc2c1OC[C@@H](CO)[C@H]2N(C)C(=O)Nc1ccc(Cl)cc1Cl | -21.2%
O=C(/C=C/c1ccccc1)Nc1nnc(C2CCCC2)s1 | -1.1%
COc1cc(C(=O)N2CCN(S(=O)(=O)c3ccc(C)cc3)CC2)ccc1OCc1c(C)noc1C | -12.3%
Cc1ccccc1OCC(=O)Nc1ccc(Cl)cc1C(F)(F)F | -1.5%
COc1ccc(N2C(=O)C3CCCN3C2c2ccccc2Cl)cc1 (stereo unspecified) | 5.7%
O=C(Nc1nc(-c2cccs2)c(-c2ccccc2)s1)c1ccco1 | 12.2%
O=C(Nc1ccccc1Cl)C1CCN(Cc2cnn(-c3ccccc3)c2-n2cccc2)CC1 | -4.8%
Cc1c(C)n(C(=O)CSc2nccn2C)c2ccccc12 | -8.1%
C/C(=N\N=C(/N)SC1CC(=O)N(c2ccc(Cl)c(Cl)c2)C1=O)c1cccs1 (stereo unspecified) | -5.6%
O=C(Nc1ccccc1F)c1cc2cc([N+](=O)[O-])ccc2oc1=O | -0.5%
COc1ccc(NC(=O)CN(C)S(=O)(=O)c2ccc3c(c2)CCC(=O)N3)c(OC)c1 | 2.5%
Cc1ccc(/C=C(/NC(=O)c2ccccc2)C(=O)NCCc2c[nH]c3ccccc23)o1 | -7.7%
CN1CCN(C2=NC3(CCCC3)C(C#N)C(=O)N2)CC1 (stereo unspecified) | -3.7%
CCOC(=O)C1=C(C)NC(C)=C(C(=O)OCC)C1C(=O)OCC(=O)N1CCc2ccccc2C1 | 6.1%
O=C(CC1c2ccccc2Oc2ccccc21)NCc1ccco1 | -4.4%
Cc1ccccc1OCC(=O)Nc1ccc(N2CCN(C(=O)C(C)C)CC2)c(Cl)c1 | -14.2%
O=C(Nc1c(C(=O)O)[nH]c2ccccc12)NC1CCCCC1 | -3.9%
CC(C)(C)c1[nH]nc2c1C(c1ccc(OC(=O)c3ccco3)cc1)C(C#N)=C(N)O2 (stereo unspecified) | -16.3%
CCCC(C)C(=O)Nc1nc(C)c(-c2csc(Nc3ccccc3OC)n2)s1 (stereo unspecified) | 6.7%
CCCCn1c(SCC(=O)Nc2nccs2)nc2ccccc2c1=O | 2.4%
CCN(CC(=O)Nc1ccc2c(c1)OCCO2)c1ccc(S(=O)(=O)N2CCOCC2)cn1 | -6.5%
Cc1cccc(N(C(=O)Cc2cccs2)C(C(=O)NC2CCCC2)c2ccsc2)c1 (stereo unspecified) | -4.2%
CCOC(=O)c1cc(C(=O)c2cc(F)ccc2O)coc1=N | -19.6%
Cc1ccc(N(CC(=O)N2CCOCC2)S(=O)(=O)c2ccccc2)cc1 | -0.1%
Cc1ccc(C2CC(c3cccs3)n3nc(N)nc3N2)cc1 (stereo unspecified) | -10.7%
CCCc1ccc(C(=O)O/N=C(\N)c2ccccn2)cc1 | -11.9%
CCOCCCn1c(=S)[nH]c2cc(C(=O)NCCOC)ccc2c1=O | -3.2%
Cc1cccc2cc(CN(CC3CCCO3)C(=O)c3cccnc3)c3nnnn3c12 (stereo unspecified) | -19.6%
Cc1ccc(-n2nc3cc(C)c(NC(=O)/C=C\c4ccco4)cc3n2)cc1 | -5.5%
Cc1cc(C)nc(SCC(=O)Nc2ccc(Br)cn2)n1 | -2.8%
Cc1nc2nc(SCC(=O)NCCN3CCOCC3)nn2c(C)c1Cc1ccccc1 | -4.2%
Cc1cc(Oc2ccc(-c3ccccc3)cc2)nc(N2CCOCC2)n1 | 0.4%
Fc1ccccc1COc1ccc(-c2nnn(Cc3ccccc3F)n2)cc1 | -6.4%
COc1ccc(OC(C)C(=O)Nc2cccc(OC)c2)cc1 (stereo unspecified) | 2.8%
COCCCNC(=O)C1CC(=O)N(CCc2ccccc2)C1 (stereo unspecified) | -11.4%
CC(=NC1CCCC1)c1c(C)[nH]n(-c2nc3ccccc3s2)c1=O | -18.3%
O=C(CSCc1ccccc1Cl)N1CCN(c2ccccn2)CC1 | 3.6%
CCOC(=O)C(C)Oc1cccc2c(=O)n(CC(=O)Nc3ccc4c(c3)OCCO4)ccc12 (stereo unspecified) | -0.4%
CC(C)(C)c1ccc(Oc2coc3cc(O)ccc3c2=O)cc1 | -3.2%
CCOC(=O)c1cc2c(=O)[nH]ccc2nc1C | -0.3%
Cc1cccc(OCC(O)Cn2c(NCCCOC(C)C)nc3c2c(=O)[nH]c(=O)n3C)c1 (stereo unspecified) | 3.7%
Cc1nc(SCc2cccc(F)c2)[nH]c(=O)c1C#N | -10.9%
Cc1ccc(C(CC(=O)c2ccco2)SCCO)cc1 (stereo unspecified) | -12.9%
CCC(CC)C(=O)Nc1cc(C)c2c(=O)oc3ccccc3c2n1 | -11.5%
CNC(=O)COC(=O)c1cc(F)c(F)cc1Cl | 7.4%
Oc1ccc(/C=N/NC2=NCCCCC2)c(O)c1 | -11.5%
CN(C)/C=N/c1sccc1C(N)=O | -9.6%
Cc1cccc(C(=O)O/N=C/c2c(N3CCOCC3)n(C)c3ccccc23)c1 | -0.8%
COc1ccc(CNC(=O)Cc2nn(C)c(=O)c3ccccc23)cc1 | -1.6%
CNC(=O)CN(c1cccc(OC)c1)S(=O)(=O)c1ccccc1 | 5.4%
CCCOc1ccc2c(=O)c(N3C(=O)c4ccccc4C3=O)c(C)oc2c1 | -3.2%
CCC(=O)Nc1ccc(C(=O)Nc2ccc3c(c2)OCO3)cc1 | -5.1%
COc1cc(OC)c(OC)cc1CN1CCc2ccccc2C1 | -0.8%
CC(C)Nc1nc(NC(C)C)nc(C(=O)OCCO)n1 | 7.0%
COc1ccc(/C(O)=C2/C(=O)C(=O)N(CCN3CCOCC3)C2c2ccccn2)cc1 (stereo unspecified) | -5.0%
CC1CCCCN1c1nnc(NC(=O)Cn2c(=O)oc3ccccc32)s1 (stereo unspecified) | -7.6%
CCOc1ccccc1-c1nc(-c2cc3ccccc3nc2OC)no1 | -8.8%
Cc1ccc(/C=C(\NC(=O)c2ccc(C)cc2)C(=O)NC(C)C)cc1 | -9.0%
CCOC(=O)c1cnc2cc(-c3ccc(C)cc3)[nH]n2c1=O | -7.8%
COc1cc(C)nc(N2CCCC(C(=O)Nc3cc(Cl)ccc3OC)C2)n1 (stereo unspecified) | -2.1%

Already shown: an excerpt of the list.
SMILES | mouse EphA4 binding
CCOC(=O)c1cnc2cc(-c3ccc(C)cc3)[nH]n2c1=O | -7.8%
COc1cc(C)nc(N2CCCC(C(=O)Nc3cc(Cl)ccc3OC)C2)n1 (stereo unspecified) | -2.1%

(next part)
SMILES | mouse EphA4 binding
CCOC(=O)CC1C(=O)NCCN1C(=O)c1cc2c(=O)n3cccc(C)c3nc2s1 (stereo unspecified) | -5.6%
COc1cccc(-c2cn3nc(C)c(C)nc3n2)c1 | 16.0%
O=C(N/C(=C/c1ccco1)C(=O)N1CCCCCC1)c1cccs1 | -1.6%
COc1cnn(-c2ccccc2)c(=O)c1SCc1ccc(Cl)cc1Cl | -8.1%
Nc1ccc(Oc2ccc3nc(-c4ccccc4)c(-c4ccc([N+](=O)[O-])cc4)nc3c2)cc1 | 10.9%
CCC1CCCCN1CCCNC(=O)CC1Oc2ccccc2NC1=O (stereo unspecified) | -11.0%
CCCCCOC(=O)c1c(N)n(CCOC)c2nc3ccccc3nc12 | -9.6%
COc1cc(CCC(=O)OCc2nnc(-c3ccccc3)o2)cc(OC)c1OC | 1.5%
S=C(NCC1CCCO1)n1nnc2ccccc21 (stereo unspecified) | -6.9%
O=C(NC1CCCCCC1)C1CCCN1S(=O)(=O)c1cccc2cccnc12 (stereo unspecified) | -20.4%
Cc1sc(NC(=O)c2ccco2)nc1-c1ccc2c(c1)CC(C)N2C(=O)C1CC1 (stereo unspecified) | 0.7%
Cc1cccc(N2CC34C=CC(O3)C(C(=O)O)C4C2=O)c1 (stereo unspecified) | -6.3%
Nn1c(SCC(=O)Nc2ccc(F)cc2F)nnc1C1CCCCC1 | 4.6%
O=C(O)Cn1nc(C(F)(F)F)c2c1CCC2 | 3.5%
C/C(=N\Nc1ccc(F)cc1F)c1ccc(F)cc1 | -1.3%
Cc1ccc(S(=O)(=O)N(CC(=O)O)Cc2ccccc2)cc1 | -7.5%
Cc1ccc(NC(=O)CN(C)S(=O)(=O)c2cnc[nH]2)cc1C | -6.2%
CCN(CC)c1ccc(/C=C2\C(=O)NC(=S)N(c3cccc(Br)c3)C2=O)o1 | -10.4%
Cc1cc(C)nc(N2CCCC(C(=O)Nc3nnc(C)s3)C2)n1 (stereo unspecified) | 5.2%
CCNS(=O)(=O)c1cc(OC)ccc1OC | -7.4%
CC1=CC(C)(C)N(C(=O)CSc2nnc(N)s2)c2cc(C)c(C)cc21 | -11.1%
CCOc1ccc(C2c3c(oc4cc(C)c(C)cc4c3=O)C(=O)N2CCCN(C)C)cc1OC (stereo unspecified) | -3.8%
C/C(Cl)=C\Cn1c(NCCc2ccccc2)nc2c1c(=O)n(C)c(=O)n2C | 2.9%
CC1(C)CC(=O)c2cc(C(=O)NC3CCSC3=O)c(=O)n(-c3ccccc3)c2C1 (stereo unspecified) | 2.8%
CCN(CCO)c1nc(SC)nc2c1sc1nc(-c3ccco3)c3c(c12)CCC3 | 24.1µM*
CCc1ccc(C2=Nn3c(nnc3-c3cccs3)SC2)cc1 | -8.8%
CC(C)OC(=O)CSc1nnc(SCc2cccc3ccccc23)s1 | -1.3%
COc1cc2c(cc1OC)-c1cc(NCc3ccccn3)nc(=O)n1CC2 | -5.3%
CC(C)(C)n1nnnc1C(c1ccc(C#N)cc1)N1CCCC2(CCCCC2)C1 (stereo unspecified) | -9.0%
CC(=O)Nc1ccc2c(c1)CCCN2C(=O)c1ccccc1 | -16.7%
COc1ccccc1-c1cc(C(=O)NCc2ccc(F)cc2)no1 | 3.0%
Cc1nc2ccc(NC(=O)c3c(-c4ccccc4)noc3C)cc2s1 | 0.2%
N#CC1=C(N)Oc2cc3ccccc3cc2C1c1cccnc1 (stereo unspecified) | -8.3%
O=C(c1ccc2c(c1)C(=O)N(Cc1ccco1)C2O)N1CCOCC1 (stereo unspecified) | -4.9%
Cc1ccc(CSCCNC(=O)c2ccc(Cl)c(S(=O)(=O)N3CCOCC3)c2)cc1 | -3.1%
CCCN(CCC)C(=O)CSc1nc2n[nH]c(C)c2c(=N)n1-c1ccc(OCC)cc1 | 3.7%
CCCCN(CCCC)S(=O)(=O)c1ccc(C(=O)Nc2nnc(COC)o2)cc1 | -10.9%
O=C(NC(c1ccccc1)c1ccccc1)C(=O)c1c[nH]c2ccccc12 | -16.7%
COc1cc(-c2nnc(SCC(=O)/C(C#N)=C(\C)N)o2)cc(OC)c1OC | -3.9%
CCCCCCCC(=O)NC(Nc1ccccc1OC)C(Cl)(Cl)Cl (stereo unspecified) | -5.2%
CCOC(=O)C(C)Sc1nnc(Cc2cc(=O)[nH]c(=O)[nH]2)n1-c1ccc(OCC)cc1 (stereo unspecified) | -1.6%
O=C(OCc1nc2ccccc2[nH]1)C12CC3CC(CC(C3)C1)C2 | -16.0%
O=C1c2ccc3c4c(ccc(c24)C(=O)N1Cc1ccco1)CC3 | -9.2%
CCOC(=O)c1ccc(Oc2nc(NC(C)(C)C)nc(N(C)C)n2)cc1 | 3.5%
CCCSc1nc(NCc2ccco2)c2c3c(sc2n1)COC(C)(CC)C3 (stereo unspecified) | -6.6%
COc1cc(C(=O)OCCN2CCOCC2)cc(OC)c1OC | -2.5%
